Pf Dd2 growth = P. falciparum Dd2 growth inhibitors, primary screen, SYBR Green fluorescence, single dose replicates; AID 1159554, 2015; 94,000 tested, 2.3% active; 72 h; hits give low values; activity change, % at 10 µM; in the data active = activity change below about -80%; inconclusive = no clear call, values can overlap the other calls
GASC1 inh = inhibitors of GASC-1 (KDM4C) histone demethylase, primary screen, biochemical, single concentration HTS. GST-KDM4C 2-372, H3K9me3 peptide, LANCE TR-FRET. inhibition, % at 12.5 µM. 96,000 tested, 0.15% active. Lysine-specific demethylase 4C (Homo sapiens), Q9H3R0;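 active = mean replicate inhibition above about 25%, with at least 55% of replicates also reaching it, limit read from the data, passing the limit was not always enough; inconclusive = only one of those two conditions met; inactive = neither condition met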
Target sequence (Q9H3R0 2-372 limits assumed): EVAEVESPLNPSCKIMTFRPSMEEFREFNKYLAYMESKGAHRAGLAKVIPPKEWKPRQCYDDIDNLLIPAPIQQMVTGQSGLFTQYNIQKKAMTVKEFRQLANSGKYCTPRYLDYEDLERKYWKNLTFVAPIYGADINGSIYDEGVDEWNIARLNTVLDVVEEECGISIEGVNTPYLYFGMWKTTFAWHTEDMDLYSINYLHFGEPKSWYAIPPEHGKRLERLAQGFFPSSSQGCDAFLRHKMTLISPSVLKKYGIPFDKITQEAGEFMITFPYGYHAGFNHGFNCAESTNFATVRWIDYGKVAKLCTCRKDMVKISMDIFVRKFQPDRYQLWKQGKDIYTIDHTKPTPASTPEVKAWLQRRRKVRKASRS
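Test system: N-terminal GST-fused human GASC-1 (KDM4C) fragment, residues 2-372; quantity: GASC-1 enzyme at 10 nM final in reaction; dosing: single dose; schedule: 30 min demethylation and 1 h detection at room temperature; signal: LANCE TR-FRET, excitation 340 nm, emissions 618 and 671 nm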
C diff growth = C. difficile growth inhibitors, primary screen, HTS | 86,000 tested, 0.25% active | AID 1259249, 2017 | growth activity, negative = inhibition, % at 16 µg/mL (by protocol) | Clostridium difficile clinical isolate growth, OD600, 24 h; hits give low values;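 active = mean growth activity at or below -80% and every replicate also at or below -80%; inconclusive = mean at or below -80% but some replicate above -80%; inactive = mean growth activity above -80%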;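 note: 0% = DMSO wells and -100% = levofloxacin 16 µg/mL wells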
T cruzi growth = T. cruzi intracellular proliferation inhibitors, primary screen, cell-based, beta-gal Tulahuen parasites, NIH3T3 host, luminescence. T. cruzi beta-gal in NIH3T3, GalScreen luminescence, 90 h. inhibition, % at 8.34 µM. 77,000 tested, 5.9% active. AID 624255, 2012;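 active = mean inhibition above about 93%, with at least 55% of replicates each passing it, limit read from the data, passing the limit was not always enough; inconclusive = only one of those two conditions holds; inactive = neither condition holds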
An asterisk follows results filed as active; ? = inconclusive; nt = no result given; & = joins results of further samples. Outcome played no part in choosing rows; any-hit rate near 6.7%.

Results follow in this order: Pf Dd2 growth, GASC1 inh, C diff growth, T cruzi growth
- C[C@@H]1CN([C@H](C)CO)C(=O)c2ccccc2-c2ccccc2CO[C@H]1CN(C)S(=O)(=O)c1ccsc1
 : -20.4, -0.2, -5.5, -28.3
- Cc1ccc(-c2ccc3c(c2)O[C@@H](CN(C)S(C)(=O)=O)[C@@H](C)CN([C@H](C)CO)S3(=O)=O)cc1
 : 0.3, -1.6, -5.6, 92.2
- C[C@H]1CN([C@@H](C)CO)C(=O)c2cccc(NC(=O)Nc3ccccc3)c2O[C@@H]1CN(C)S(=O)(=O)c1cn(C)cn1
 : -10.0, 4.1, -2.4, -14.8
- O=C(C[C@H]1C[C@@H]2c3cc(NC(=O)Nc4ccccc4)ccc3O[C@@H]2[C@H](CO)O1)NCCN1CCCCC1
 : 20.5, -1.7, -3.0, -72.5
- C[C@H]1CCCCO[C@H](CN(C)S(=O)(=O)c2ccccc2)[C@@H](C)CN([C@@H](C)CO)C(=O)c2cc(NC(=O)Nc3ccc(F)cc3)ccc2O1
 : -71.3, -1.7, 1.5, 106.4*
- C[C@@H]1CCCCO[C@@H](CN(C)Cc2ccc(C(=O)O)cc2)[C@@H](C)CN([C@H](C)CO)C(=O)c2cc(NC(=O)NC3CCCCC3)ccc2O1
 : -19.5, -0.1, 2.6, -21.0
- O=C(NCc1ccc(F)cc1)[C@H]1[C@H](CO)[C@H]2Cn3c(cccc3=O)[C@@H]1N2
 : 10.0, -0.9, 1.6, 91.7
- C[C@@H]1CN([C@H](C)CO)C(=O)c2cccc(NC(=O)Nc3ccccc3)c2O[C@@H]1CN(C)C(=O)Nc1cccc2ccccc12
 : -35.2, -1.9, 2.3, 72.3
- COc1ccc2c3c(n(C)c2c1)[C@H](CO)N(CC1CC1)CC31CCN(C(=O)c2ccccc2)CC1
 : -63.9, -1.4, 22.3, nt
- C[C@H]1CN([C@@H](C)CO)C(=O)c2cccc(NC(=O)NC3CCCCC3)c2O[C@@H]1CN(C)C(=O)Nc1cccc2ccccc12
 : 12.7, 0.2, -12.9, 9.6
- O=C(NCC1CCCCC1)[C@@H]1[C@@H](CO)[C@@H]2Cn3c(ccc(-c4ccccc4F)c3=O)[C@H]1N2
 : -22.3, -3.5, 3.2, 16.9
- C[C@@H]1CN([C@H](C)CO)C(=O)Cc2cc(NC(=O)Cc3cn(C)c4ccccc34)ccc2O[C@@H]1CN(C)S(=O)(=O)c1ccc(F)cc1
 : -4.8, -0.2, 2.1, 88.6
- COc1ccc(NC(=O)N2CC[C@@H]3[C@@H](CO)N(C)c4ccc(Br)cc4[C@@H]32)cc1
 : -8.0, -1.9, 16.4, 29.2
- CCN1[C@H](C(=O)NC2CCCCC2)[C@@H](CO)[C@@H]2Cn3c(ccc(-c4cccnc4)c3=O)[C@@H]21
 : -9.7, 3.2, -1.0, -8.9
- COc1ccc(-c2ccc([C@H]3[C@H](C#N)N(C(=O)NC4CCCC4)[C@H]3CO)cc2)cc1
 : -34.8, nt, 0.8, ?
- O=C(c1ccc(F)cc1)N1CC(=O)N2[C@H](C1)[C@@H](c1ccc(-c3ccccc3F)cc1)[C@@H]2CO
 : -34.4, -0.9, -0.3, nt
- CCCNC(=O)N1[C@H](CNC(C)=O)[C@@H](c2ccccc2)[C@@H]1CO
 : -3.3, -0.9, -0.8, 44.2
- C[C@H](CO)N1C[C@H](C)[C@H](CN(C)C(=O)Nc2ccc(F)cc2)Oc2ccc(NC(=O)CCCN(C)C)cc2C1=O
 : -1.4, 18.2, -4.2, 1.2
- CO[C@H]1CN(C)C(=O)c2cc(NS(=O)(=O)c3ccc(Cl)cc3)ccc2OC[C@H](C)NC[C@@H]1C
 : -13.4, 0.0, nt, -26.9
- CCCNC(=O)N1C[C@@H]2[C@H](c3ccccc31)[C@@H](CO)N2C(=O)NC(C)C
 : 9.5, -0.4, -7.6, 8.3
- C[C@@H]1CN([C@H](C)CO)C(=O)c2cc(NC(=O)Cc3ccccc3)ccc2O[C@H]1CN(C)Cc1ccc2c(c1)OCO2
 : 3.6, 0.0, -1.6, -38.3
- CO[C@@H]1CN(C)C(=O)c2ccc(NC(=O)c3cnccn3)cc2OC[C@@H](C)N(CC2CC2)C[C@H]1C
 : -4.8, 2.4, -1.4, -9.1
- C[C@H]1CN([C@@H](C)CO)C(=O)Cc2cc(NS(=O)(=O)c3cccs3)ccc2O[C@@H]1CN(C)C(=O)Nc1ccc(C(F)(F)F)cc1
 : -19.8, 1.5, -0.1, 22.3
- CNC[C@H]1OCCCC[C@@H](C)Oc2ccc(NC(=O)NC3CCCCC3)cc2C(=O)N([C@@H](C)CO)C[C@H]1C
 : -6.8, -0.8, -0.9, 4.5
- CCCC#Cc1ccc([C@H]2[C@H]3CN(C(=O)NC4CCCC4)CC(=O)N3[C@H]2CO)cc1
 : 8.8, 2.1, -9.8, nt
- CCC(=O)N(C)C[C@H]1Oc2cc(C#CCC(C)C)ccc2S(=O)(=O)N([C@@H](C)CO)C[C@@H]1C
 : -23.1, -4.4, -14.3, 86.7
- O=C(NCC[C@H]1CC[C@@H](NC(=O)c2cccnc2)[C@@H](CO)O1)Nc1ccc(F)cc1
 : -5.9, -1.2, 1.4, 53.5
- C[C@H]1CN([C@@H](C)CO)C(=O)Cc2cc(NC(=O)Cc3ccccc3)ccc2O[C@@H]1CN(C)Cc1ccc(Cl)c(Cl)c1
 : -20.1, -0.6, 69.7, 90.2
- O=C(C[C@@H]1C[C@@H]2c3cc(NC(=O)Nc4ccc(C(F)(F)F)cc4)ccc3O[C@@H]2[C@@H](CO)O1)NCc1ccccn1
 : -25.9, -1.5, 0.9, 49.3
- C[C@@H]1CCCCO[C@H](CN(C)C(=O)Nc2cccc3ccccc23)[C@H](C)CN([C@H](C)CO)C(=O)c2cc(NS(=O)(=O)c3cn(C)cn3)ccc2O1
 : -36.6, -0.3, 6.5, -35.2

Additional compounds follow.
Compound	Pf Dd2 growth	GASC1 inh	C diff growth	T cruzi growth
COc1ccc(CN2CC3(CN(C(=O)C4CCC4)C3)c3c(n(C)c4cc(OC)ccc34)[C@@H]2CO)cc1	-67.0	0.1	6.8	nt
O=C(NCC[C@H]1CC[C@H](NC(=O)C2CCC2)[C@H](CO)O1)c1ccc(F)cc1	-10.2	-2.6	2.5	nt
CC(C)C#Cc1ccc2c(c1)O[C@H](CN(C)C(=O)c1ccncc1)[C@@H](C)CN([C@@H](C)CO)S2(=O)=O	-3.5	8.7	-2.8	66.6
C[C@H](CO)N1C[C@H](C)[C@H](CN(C)S(C)(=O)=O)Oc2ccc(NS(=O)(=O)c3ccccc3)cc2C1=O	10.6	0.2	-3.4	19.8
C[C@@H]1CCCCO[C@@H](CN(C)Cc2ccc(Cl)c(Cl)c2)[C@H](C)CN([C@@H](C)CO)C(=O)c2cc(NS(=O)(=O)c3ccc(F)cc3)ccc2O1	-38.8	0.6	9.9	51.8
CO[C@H]1CN(C)C(=O)c2ccc(NC(C)=O)cc2OC[C@@H](C)N(C(=O)CN(C)C)C[C@H]1C	2.1	0.9	0.4	22.2
C[C@@H]1CN([C@@H](C)CO)C(=O)c2cccc(NS(=O)(=O)c3ccc(F)cc3)c2O[C@@H]1CN(C)S(=O)(=O)c1ccc(F)cc1	-34.1	1.8	-8.9	-18.1
COc1ccc(S(=O)(=O)Nc2ccc3c(c2)C(=O)N([C@@H](C)CO)C[C@@H](C)[C@@H](CN(C)CC2CC2)O3)cc1	-1.2	0.8	4.3	-21.2
COc1ccc(CN(C)C[C@H]2Oc3c(NC(=O)C4CCOCC4)cccc3C(=O)N([C@@H](C)CO)C[C@@H]2C)cc1	23.4	1.9	-0.5	3.0
N#C[C@H]1[C@H](c2ccc(C#Cc3ccccc3F)cc2)[C@H](CO)N1C(=O)C1CCC1	-32.1	-2.5	-8.9	55.2
CC(C)NC(=O)N(C)C[C@@H]1Oc2ccc(NC(=O)Nc3ccc(F)cc3)cc2C(=O)N([C@H](C)CO)C[C@H]1C	-10.8	-1.1	0.7	nt
Cc1noc(C)c1S(=O)(=O)Nc1ccc2c(c1)C(=O)N([C@@H](C)CO)C[C@@H](C)[C@H](CN(C)S(=O)(=O)c1ccc(F)cc1)OCCCC[C@H](C)O2	-56.9	2.4	-5.1	nt
COc1ccccc1S(=O)(=O)N[C@H]1CC[C@@H](CCn2cc(C3CC3)nn2)O[C@H]1CO	13.3	1.0	5.9	nt
C[C@@H]1CN([C@H](C)CO)C(=O)c2cccc(NS(=O)(=O)c3cn(C)cn3)c2O[C@@H]1CN(C)Cc1ccc(C(F)(F)F)cc1	21.4	1.0	6.0	-15.5
CC=Cc1ccc2n(c1=O)C[C@@H]1[C@@H](CO)[C@H](C(=O)N3CCc4ccccc4C3)N[C@H]21 (mixture of isomers)	nt	1.1	-1.2	68.3
COCC(=O)Nc1ccc2c(c1)[C@H]1C[C@@H](CC(=O)NCc3ccccn3)O[C@@H](CO)[C@H]1O2	5.5	1.3	-1.7	11.7
C[C@@H]1CN([C@@H](C)CO)C(=O)Cc2cc(NC(=O)Cn3cnnn3)ccc2O[C@@H]1CN(C)Cc1ccncc1	3.1	-0.7	5.9	31.3
C[C@@H]1CN([C@@H](C)CO)C(=O)c2ccccc2-c2ccccc2CO[C@@H]1CN(C)C(=O)c1cc(Cl)cc(Cl)c1	-43.4	7.4	6.8	nt
CCC(=O)N1[C@@H]2c3ccc(-c4ccccc4)c(=O)n3C[C@@H]2[C@@H](CO)[C@@H]1C(=O)N1CCCCC1	10.5	-0.7	0.6	2.0
CCC(=O)N1C[C@@H](O)COC[C@@H]2O[C@@H](CC(=O)N3CCCCC3)CC[C@H]21	4.1	0.6	-0.8&-6.6	-13.0
Cc1ccc(S(=O)(=O)N2CC[C@H]3[C@@H](CO)N(C)c4ccc(C#Cc5cccnc5)cc4[C@H]32)cc1	-31.6	2.2	-1.5	21.1
C[C@@H]1CN([C@@H](C)CO)C(=O)c2cc(NC(=O)C3CC3)ccc2O[C@H]1CN(C)S(=O)(=O)c1ccc(F)cc1	-1.6	2.0	0.4	27.1
CN(C)Cc1cn(CC[C@@H]2CC[C@H](NC(=O)Nc3ccc4c(c3)OCO4)[C@H](CO)O2)nn1	19.3	2.3	nt	4.9
C[C@@H]1CN([C@H](C)CO)C(=O)c2cc(NC(=O)c3ccncc3)ccc2O[C@H]1CN(C)C(=O)Nc1ccc(C(F)(F)F)cc1	4.2	-2.3	-4.7	-13.0
COc1ccc(S(=O)(=O)N2CC[C@@H]3[C@H]2c2cc(C#Cc4cccnc4)ccc2N[C@@H]3CO)cc1	-16.9	-2.5	-4.0	66.3
C[C@@H]1CN([C@@H](C)CO)C(=O)c2cc(C3=CCCCC3)cnc2O[C@@H]1CN(C)C(=O)C1CCOCC1	9.0	0.9	0.3	58.3
Cc1noc(C)c1S(=O)(=O)Nc1cccc2c1O[C@H](CN(C)Cc1ccc(Cl)c(Cl)c1)[C@H](C)CN([C@@H](C)CO)C2=O	-51.3	-0.1	nt	89.7
COCC(=O)N1C[C@@H]2[C@H](c3ccccc31)[C@H](CO)N2C(=O)c1ccccc1F	4.5	-0.8	-5.7	2.9
C[C@@H]1CCCCO[C@H](CN(C)Cc2ccc(Cl)c(Cl)c2)[C@@H](C)CN([C@H](C)CO)C(=O)c2cc(NS(=O)(=O)c3ccccc3)ccc2O1	-12.0	-0.7	1.3	95.2
O=C(C[C@@H]1CC[C@@H]2[C@H](COC[C@H](O)CN2C(=O)Nc2ccc(F)cc2)O1)NC1CCC1	-18.4	-0.3	5.7&2.2	nt
C[C@H](CO)N1C[C@H](C)[C@@H](CN(C)Cc2ccc(C(=O)Nc3ccccc3N)cc2)Oc2c(NC(=O)c3cnccn3)cccc2C1=O	-92.3*	-0.2	-8.6	106.4*

Full records as entered above. Values in the order: Pf Dd2 growth | GASC1 inh | C diff growth | T cruzi growth
Profile of O=C(NCC[C@H]1CC[C@@H](NC(=O)c2cccnc2)[C@@H](CO)O1)Nc1ccc(F)cc1 → -5.9 | -1.2 | 1.4 | 53.5
Profile of COc1ccc(-c2ccc([C@H]3[C@H](C#N)N(C(=O)NC4CCCC4)[C@H]3CO)cc2)cc1 → -34.8 | nt | 0.8 | ?
Profile of C[C@@H]1CN([C@H](C)CO)C(=O)Cc2cc(NC(=O)Cc3cn(C)c4ccccc34)ccc2O[C@@H]1CN(C)S(=O)(=O)c1ccc(F)cc1 → -4.8 | -0.2 | 2.1 | 88.6
Profile of C[C@H]1CN([C@@H](C)CO)C(=O)c2cccc(NC(=O)Nc3ccccc3)c2O[C@@H]1CN(C)S(=O)(=O)c1cn(C)cn1 → -10.0 | 4.1 | -2.4 | -14.8
